Yeast growth inh = chemicals that inhibit yeast BB579 growth in restrictive medium (lifespan-shortening candidates). S. cerevisiae BB579 growth, OD615, 48 h. inhibition, % at 10 µM. 0.51% of 140,000 active;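 active = inhibition above a set limit, 3 SD over the mean compound inhibition, cut at about 44% in these data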; note: inactives centre near -24
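test system = yeast BB579 (DeaD) | buffer or medium = restrictive CSMM-D medium | doses = single compound dose of 10 µM, 0.25% DMSO final | times = 4 h preincubation and 48 h exposure at 30 °C | technique = culture absorbance at 615 nm | benchmarks = amphotericin B 10 µg/mL, positive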
PTEN del growth = growth suppressors of cells with PTEN tumor suppressor deletion; 1.2% of 140,000 active; HCT116 PTEN-null viability, CellTiter-Glo, 60 h; hits give low values; viability, % at 10 µM;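 active = viability at or below a set limit, 4 SD under the median of all tested compounds, cut at about 3.7% in these data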;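 note: PTEN knockout HCT116 line with beta catenin targeted HCT116 as companion control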
NPY Y2 blocker = blocks the human neuropeptide Y Y2 receptor. P49146. NPY-Y2 expressing cells, antagonist mode. inhibition, % at 2.7 µM. 0.99% of 140,000 active. AID 793; in the data active = inhibition above about 17%;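 note: 0% = vehicle with agonist challenge and 100% = reference antagonist with challenge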
Target sequence (P49146 whole entry, looked up): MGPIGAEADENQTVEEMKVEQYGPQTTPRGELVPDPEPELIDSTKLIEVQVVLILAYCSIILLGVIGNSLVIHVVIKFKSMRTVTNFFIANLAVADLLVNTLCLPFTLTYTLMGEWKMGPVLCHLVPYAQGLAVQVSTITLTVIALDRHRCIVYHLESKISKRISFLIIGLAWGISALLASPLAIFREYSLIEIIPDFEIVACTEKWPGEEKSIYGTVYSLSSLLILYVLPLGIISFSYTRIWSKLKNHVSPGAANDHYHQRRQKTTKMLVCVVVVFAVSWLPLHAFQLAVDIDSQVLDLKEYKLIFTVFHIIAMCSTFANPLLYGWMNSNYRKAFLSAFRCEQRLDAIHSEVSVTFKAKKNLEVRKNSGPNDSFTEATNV
HCT116 bCat-KO = beta-catenin-lacking colon tumor cell growth suppression | HCT116 beta-catenin knockout viability, CellTiter-Glo, 60 h; hits give low values | viability, % at 10 µM | 1.5% of 140,000 active;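 active = viability at or under a set limit, the compound median less 4 SD, cut at about 6% in these data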;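 note: 0% = Hyamine 1622 control at 20 µM and 100% = untreated cell control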
MRP1 act = MRP-1 activation; 0.61% of 140,000 active; H69AR cells + doxorubicin, viability rescue, CellTiter-Glo; AID 799; viability increase, % at 10 µM;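 active = viability gain under doxorubicin at or above a set limit, the compound median plus 3 SD, cut at about 4.7% in these data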;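 note: MRP-1 overexpressing cells given doxorubicin 25 µM after compound pretreatment; 18-22 h compound pretreatment then 72 h with doxorubicin before readout; 0% = doxorubicin-only wells and 100% = vehicle-treated cells without doxorubicin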
GALR2 blocker = antagonists of human galanin receptor 2 (GALR2); GALR2-expressing cells, antagonist mode; O43603; inhibition, % at 4 µM; AID 828; 0.39% of 140,000 active; in the data active = inhibition above about 27%;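 note: cells stimulated with galanin 1-16 at roughly its EC80; 0% = agonist challenge control and 100% = basal control without agonist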
Target sequence (O43603 whole entry, looked up): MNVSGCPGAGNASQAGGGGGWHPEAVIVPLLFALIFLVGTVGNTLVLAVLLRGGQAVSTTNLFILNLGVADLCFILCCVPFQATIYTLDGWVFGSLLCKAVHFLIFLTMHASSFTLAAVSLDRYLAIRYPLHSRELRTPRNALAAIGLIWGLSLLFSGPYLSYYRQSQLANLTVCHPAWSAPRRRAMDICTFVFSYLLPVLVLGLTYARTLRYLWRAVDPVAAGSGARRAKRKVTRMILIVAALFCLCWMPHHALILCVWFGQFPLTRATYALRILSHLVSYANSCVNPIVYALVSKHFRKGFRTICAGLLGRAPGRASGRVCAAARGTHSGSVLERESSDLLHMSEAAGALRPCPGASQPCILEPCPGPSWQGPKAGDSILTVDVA
Yeast lifespan up = yeast lifespan extension | 0.68% of 130,000 active | inhibition of the nicotinamide effect, % at 10 µM | S. cerevisiae growth with nicotinamide, OD615; deaD strain in restrictive glucose medium;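 active = inhibition above a set limit, placed 3 SD over the median of all compounds, cut at about 26% in these data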;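 note: 0% = nicotinamide-treated wells and 100% = cells grown without nicotinamide; some compounds called inactive have numbers as strong as hits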
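Test system: DeaD-strain S. cerevisiae / Buffer or medium: restrictive glucose medium / Also added: nicotinamide 1.5 mM / Doses: one concentration, 10 µM, DMSO 0.25% / Schedule: 48 h at 30 °C / Signal: OD615 measurement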
Phagocytosis inh = blocks phagocytosis by macrophages; AID 1029; inhibition, % at 5 µM; J774A.1 macrophage IgG-bead phagocytosis, imaging; 0.07% of 110,000 active;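 active = inhibition above the mean of the plate negative controls plus 5 SD, cut at about 13% in these data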;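 note: phagocytic index as fraction of beads internalized from green versus red external bead signal; plate controls were DMSO negative control for no effect and cytochalasin-D positive control for full effect; some results beyond the cut were filed as inactive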
E-sel TNF inh = TNF alpha driven E-selectin expression inhibition; HUVEC TNFa-induced E-selectin immunofluorescence, high content; inhibition, % at 2 µM; 0.71% of 120,000 active; AID 1246;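 active = inhibition above the batch mean plus 3 SD, and confirmed as a hit on visual image review, cut at about 43% in these data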;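 note: 0% = TNF-stimulated DMSO wells and 100% = unstimulated control wells; not every result past the cut was called active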
Measles CPE = protection of cells from measles virus | Measles virus-infected cells, CPE protection, absorbance | protection (pct of control), % at 4 µM | 1.5% of 140,000 active; in the data active = protection mostly above about 24%, no sharp cut-off; inactive = mostly below about 26%; note: some compounds called inactive have numbers as strong as hits
An asterisk follows results filed as active; · = not tested or not shown.

SMILES | Yeast growth inh | PTEN del growth | NPY Y2 blocker | HCT116 bCat-KO | MRP1 act | GALR2 blocker | Yeast lifespan up | Phagocytosis inh | E-sel TNF inh | Measles CPE
Cc1cc(N(CC(=O)NC2CC2)S(C)(=O)=O)ccc1Br | -10.0 | 97.6 | 0.4 | 91.8 | -2.5 | -10.1 | -0.5 | -2.5 | · | 28.7
CC(=O)NC1=NC(=O)C(C)S1 (stereo not given) | -44.8 | 88.2 | 2.0 | 85.0 | -0.1 | 6.5 | -1.1 | · | 11.3 | 3.4
CCN(CC)CCN1CCn2c3c(c4cc(C)ccc42)CCCC31 (stereo not given) | -49.9 | 27.2 | 3.8 | 47.3 | -5.0 | 24.0 | -3.0 | -4.5 | · | 1.7
COc1ccc(-c2nc(N)n(C(=O)c3ccc(C)cc3)n2)cc1 | -9.0 | 103.8 | 6.1 | 89.9 | 3.9 | 6.2 | -5.4 | -3.1 | · | 4.0
COc1cc(NC(=O)CCn2c(=O)[nH]c3ccsc3c2=O)cc(OC)c1 | -25.7 | 95.1 | 1.6 | 89.0 | -2.9 | -6.8 | -3.0 | · | 4.5 | 6.6
COc1ccc(C2=NOC3(CC(=O)N(c4ccc(C)cc4)C3=O)C2)c(OC)c1 (stereo not given) | -12.0 | 94.6 | 6.5 | 97.2 | -3.0 | 11.1 | 0.8 | -0.2 | -18.4 | 26.6
CCC(C)NS(=O)(=O)c1ccc(S(=O)(=O)N(CC(=O)Nc2ccccc2)CC2CCCO2)cc1 (stereo not given) | 8.0 | 80.1 | 0.2 | 85.1 | -4.4 | -2.9 | -8.9 | 0.2 | 2.0 | 2.4
Cn1cnc([N+](=O)[O-])c1Nc1ccc(O)cc1 | -17.2 | 98.5 | 2.0 | 96.3 | -1.5 | -5.5 | -6.1 | -0.2 | -8.2 | 8.3
CN(C)c1ccc(C(CNC(=O)c2ccc(C#N)cc2)c2c[nH]c3ccccc23)cc1 (stereo not given) | -33.6 | 55.2 | -2.5 | 55.0 | -3.2 | -16.1 | 7.4 | -2.4 | -5.9 | 8.0
O=C1CN(C(=O)COc2ccccc2F)c2ccccc2N1 | 0.6 | 96.8 | 2.1 | 100.2 | -1.3 | -5.8 | 2.8 | 3.7 | · | 7.4
O=C(CN1CCCC1)N/N=C/c1ccc(-c2cccc(Cl)c2)o1 | -39.5 | 99.3 | 3.6 | 94.4 | -1.4 | -4.9 | -19.9 | · | -31.1 | 1.2
CC(Oc1ccc(F)cc1)C(=O)NN (stereo not given) | 0.4 | 110.3 | 2.2 | 78.0 | 0.4 | 3.4 | 2.7 | 8.7 | · | 18.4
Cc1cccnc1Nc1nc(-c2ccc(O)c(O)c2)cs1 | -19.4 | 16.1 | -1.0 | 34.1 | -5.7 | 4.0 | -9.0 | 3.2 | 5.4 | 15.2
CS(=O)(=O)Nc1ccc(C(=O)Nc2ccc3c(c2)OCCO3)cc1 | -41.5 | 96.3 | 1.4 | 88.2 | -2.0 | 1.4 | -2.7 | · | -28.5 | 4.8
CSCCC(NS(=O)(=O)c1ccc(Cl)cc1)C(=O)OCC(=O)N(C(C)C)C(C)C (stereo not given) | -30.5 | 97.7 | 0.3 | 98.0 | -1.6 | -8.4 | -1.8 | -0.4 | -19.2 | 9.9
CCc1c(C)sc(NC(=O)c2cccs2)c1C(=O)OC(C)C | -7.1 | 72.5 | 3.6 | 69.2 | 2.8 | -17.4 | -2.0 | 0.5 | · | 14.5
CC1CCN(C(=O)C2CCN(S(=O)(=O)c3cccnc3)CC2)CC1 | -34.6 | 100.1 | 2.6 | 92.1 | -1.4 | -0.6 | 2.5 | · | -0.3 | 1.5
c1ccc(-c2ccc(-c3nc(-c4ccncc4)no3)cc2)cc1 | -22.3 | 68.3 | 6.0 | 66.2 | -0.1 | -2.6 | -12.9 | -0.7 | -3.8 | 9.1
Cc1ccccc1N=C(NOCc1ccc(Cl)cc1Cl)c1nonc1N | -58.9 | 65.2 | 29.6* | 68.5 | 1.0 | -7.9 | 0.0 | 2.3 | 9.9 | 1.6
O=C(CSCc1cccs1)N1CCCC1 | -10.5 | 106.6 | 0.3 | 105.8 | -0.8 | 10.6 | -8.9 | 1.6 | · | 12.8
CC(=O)c1cnc2c(-c3ccc(Cl)cc3)c(C)nn2c1C | -39.2 | 83.3 | -0.8 | 83.2 | -2.1 | 0.0 | · | · | 6.0 | 6.8
CC1(c2ccccc2)CC2CC(c3ccccc3)N1O2 (stereo not given) | -11.1 | 105.8 | 2.2 | 100.5 | -0.1 | 9.1 | 2.7 | · | -1.6 | 9.9
Cc1ccc(C)c(Oc2cc(NC(=O)CCCn3nc(C)c([N+](=O)[O-])c3C)cc([N+](=O)[O-])c2)c1 | -28.7 | 12.0 | -2.4 | 32.7 | -4.2 | 17.1 | -0.4 | -0.8 | -29.9 | 12.5
CC(C)(C)NC(=O)NC(=O)COC(=O)Cc1coc2ccc3ccccc3c12 | -52.1 | 83.0 | 7.3 | 96.3 | -2.0 | -1.6 | -2.2 | -4.5 | · | 18.0
CC1=CN2CC(O)CN=C2C=C1 (stereo not given) | -29.6 | 109.2 | 2.4 | 93.9 | -0.8 | 3.7 | 13.9 | -0.3 | 13.2 | 27.8
NS(=O)(=O)c1ccc(CCN2C(=O)/C(=C\c3ccc(Cl)cc3)SC2=S)cc1 | -33.4 | 40.5 | 2.6 | 30.3 | -2.6 | 2.6 | 5.1 | -7.0 | · | 2.7
CC(=O)N1CCN2C(=O)C1CCCC(=O)c1cc(C(C)C)ccc12 (stereo not given) | -20.0 | 88.8 | 0.7 | 85.4 | -1.4 | 5.6 | · | · | -13.5 | 6.4
COC(=O)CNC(=O)CSc1nnc(-c2ccc(OC)cc2)n1CC(C)C | -11.0 | 102.0 | 2.1 | 89.1 | -0.6 | -5.0 | 2.3 | -0.3 | -3.0 | 5.4
CCS(=O)(=O)c1nn2c(N)c(/C=C3/C=CC(=O)C(OC)=C3)c(=O)nc2s1 | -17.2 | 89.5 | 2.1 | 95.4 | -2.3 | -3.3 | -5.7 | -8.0 | · | 6.5
C=CCN1C(=O)S/C(=C/c2ccc(Sc3nc4ccccc4[nH]3)o2)C1=O | -22.4 | 34.8 | 2.6 | 26.9 | -1.7 | 25.4 | 5.2 | · | · | 10.3
COc1cccc(Nc2nnc(SCC(=O)N(CC(C)C)CC(C)C)s2)c1 | -42.5 | 26.8 | 0.5 | 30.9 | -2.2 | -2.9 | 2.5 | 3.6 | -13.0 | 9.0
S=C(NCCc1ccccc1)NCCc1ccccc1 | 8.1 | 95.4 | -1.3 | 78.6 | -2.8 | -11.5 | -5.2 | -6.7 | · | 13.3
N#CC1=C(N)Oc2n[nH]c(-c3ccccc3)c2C1c1ccncc1 (stereo not given) | -37.4 | 94.5 | 1.2 | 96.3 | -1.8 | -2.1 | 0.1 | 1.3 | -19.7 | 8.8
O=C(c1ccc(N2CCOCC2)nc1)N1CCCCC1 | -67.3 | 106.4 | -1.5 | 97.2 | -0.7 | -0.8 | 14.8 | -0.7 | -23.6 | 16.5
Cc1ccc(-c2ccc(C(=O)Nc3ccccc3)o2)c2ccccc12 | 1.4 | 87.5 | 5.2 | 81.3 | 0.7 | -2.2 | -0.2 | · | -38.0 | 3.5
CNc1ccccc(-c2ccc3ccccc3n2)c1=O | -14.4 | 70.2 | 0.8 | 59.8 | -2.7 | 2.5 | 31.9* | 2.1 | · | 17.1
CC1=CC(C)C2C(=O)N(c3ccccc3)NC(=O)C2C1 (stereo not given) | 6.9 | 108.3 | -0.1 | 95.8 | 0.9 | 4.6 | 4.0 | · | -0.8 | 6.2
CN(CC(=O)NCc1ccc2c(c1)OCO2)S(=O)(=O)c1ccc(Br)s1 | -11.3 | 95.7 | 1.9 | 97.1 | -2.8 | 13.1 | -20.2 | · | -19.4 | 3.2
O=C(Nc1ccccc1)OCc1cc(-c2ccc(Cl)cc2)on1 | -39.2 | 73.9 | 14.0 | 80.9 | -1.0 | -2.5 | -23.1 | · | -6.8 | 2.4
CC(C)(C)/C=N/NC(=O)CNC(=O)c1ccc2c(c1)OCCO2 | -18.7 | 103.5 | -0.2 | 97.4 | 0.9 | -0.8 | 2.9 | -3.8 | -3.5 | 3.2
CC1CCCC(C)N1C(=O)CN1C(=O)C(C)(C)Oc2ccc(C(=O)NC3CCCC3)cc21 (stereo not given) | -2.8 | 99.7 | 2.7 | 95.0 | -0.6 | -43.9 | -5.9 | -1.0 | -1.1 | 3.0
CCn1ncc(C2=NOC(C(=O)NCCc3ccccc3)C2)c1C (stereo not given) | -40.2 | 102.7 | 1.9 | 98.8 | -0.8 | 8.2 | 1.1 | 0.3 | -21.7 | 24.0
O=C(O)CCCNC1=NCCC1 | -25.5 | 92.2 | 3.8 | 92.7 | 1.0 | 12.0 | -3.2 | -0.6 | · | 2.3
O=Nc1ccc(NOC(=O)c2ccccc2Br)cc1 | -31.5 | 95.7 | 3.6 | 85.0 | -3.0 | 1.9 | -2.4 | 16.6 | · | 27.7*
Cc1nc(-c2ccccn2)sc1C(=O)Nc1ccc(F)cc1F | -6.0 | 92.2 | 3.5 | 73.6 | -0.1 | 0.3 | -31.4 | · | 5.1 | 22.6
CCCCCC(=O)Nc1ccc(N2CCN(C(=O)CCC)CC2)cc1 | -19.1 | 101.0 | 0.0 | 106.4 | -0.6 | -0.7 | -13.2 | -0.4 | 1.7 | 4.9
CCOC(=O)c1[nH]c(COC(=O)c2ccccc2NC(=O)c2ccco2)c(C(=O)OCC)c1C | -28.7 | 92.3 | 7.8 | 89.2 | -1.1 | -15.3 | -7.7 | -2.0 | -7.4 | 11.7
Cc1noc(C)c1CN1C(=O)NC2(CCc3ccccc3C2)C1=O (stereo not given) | -21.3 | 93.6 | 2.7 | 105.2 | -0.5 | 1.0 | -9.5 | · | -2.5 | 4.2
CCOC(=O)C(=Cc1ccc(F)cc1)C(=O)OCC | -48.4 | 89.8 | 1.4 | 97.0 | -7.2 | 16.8 | 77.9* | 3.7 | 17.3 | 8.1
C=CCn1cc(C(=O)OC)c(=O)c2cc(S(=O)(=O)N(CC)CC)ccc21 | -39.9 | 113.3 | 0.8 | 86.2 | -1.0 | -5.8 | 0.4 | 0.6 | 4.1 | 16.0
CCn1c(-c2ccccc2)ccc(C#N)c1=O | -8.5 | 97.1 | 2.0 | 95.7 | -0.2 | 3.1 | -20.6 | 1.0 | -9.4 | 0.5
Cc1ccc2[nH]c(=O)c(CN(Cc3ccccc3Cl)C(=O)N3CCOCC3)cc2c1 | -18.1 | 87.3 | 0.8 | 74.8 | -1.4 | -6.0 | -5.2 | -3.3 | 37.7 | 14.0
Cc1ccc(N2CCN(CCCCN3C(=O)C4CCCN4C3=O)CC2)cc1 (stereo not given) | -32.3 | 97.6 | 2.4 | 88.4 | -2.0 | 11.3 | 3.6 | -2.7 | · | 8.3
COCc1cc(=O)[nH]c(=S)[nH]1 | -1.5 | 98.8 | -0.4 | 88.0 | -1.6 | -10.3 | 2.0 | 0.1 | · | 5.6
O=C(NCc1ccc(N2CCCC2=O)cc1)Nc1ccccc1 | -47.1 | 88.7 | 2.1 | 87.7 | -0.5 | -3.4 | -8.9 | · | -10.0 | 2.9

From PubChem BioAssay
